Screening results from PubChem BioAssay.
LmPK inh = LmPK (Leishmania mexicana) enzyme inhibition; purified LmPK, Kinase-Glo ATP luminescence, 1 h; Potency, µM (highest dose often 57.5 µM), inactives show top-dose activity change, negative = inhibition, actives largely listed as inhibitors; 290,000 compounds, 0.37% hits; note: potency is the fitted concentration of half-maximal effect; % is set by controls: 0 for no effect and ±100 for the full control effect
Target sequence (Q27686 whole entry, looked up): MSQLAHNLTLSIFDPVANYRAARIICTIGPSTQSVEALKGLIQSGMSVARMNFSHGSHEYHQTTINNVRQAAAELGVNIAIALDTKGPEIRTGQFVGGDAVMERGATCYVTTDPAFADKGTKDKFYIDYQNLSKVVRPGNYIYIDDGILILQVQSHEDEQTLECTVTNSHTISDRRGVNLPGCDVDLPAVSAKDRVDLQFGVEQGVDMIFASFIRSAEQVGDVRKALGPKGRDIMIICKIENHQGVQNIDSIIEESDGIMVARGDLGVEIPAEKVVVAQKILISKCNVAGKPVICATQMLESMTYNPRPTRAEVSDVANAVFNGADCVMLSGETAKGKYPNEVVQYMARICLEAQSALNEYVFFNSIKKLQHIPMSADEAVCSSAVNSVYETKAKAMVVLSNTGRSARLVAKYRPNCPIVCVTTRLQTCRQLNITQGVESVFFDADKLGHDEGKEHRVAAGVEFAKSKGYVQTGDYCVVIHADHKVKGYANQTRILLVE
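Purified LmPK (0.1 nM) with 0.5 mM PEP and 0.1 mM ADP in imidazole buffer pH 7.2 with MgCl2/KCl, 1 h at room temperature. ATP formed was read by luciferase luminescence and normalized to no-enzyme and uninhibited controls.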
Pf growth 48h = P. falciparum growth inhibition at 48 hours (one generation); P. falciparum luciferase growth in erythrocytes, 48 h; Potency, µM (series often up to 28.7 µM), for inactives: top-dose activity change, negative = inhibition, hits mostly inhibitors; 310,000 compounds, 5.9% hits; note: potency is the fitted concentration of half-maximal effect; % is set by controls: 0 for no effect and ±100 for the full control effect
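Firefly luciferase activity from engineered P. falciparum reports growth; inhibitors lower the luminescent signal. Cultures contained 2% hematocrit erythrocytes at 0.1% final parasitemia.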
Pf growth 96h = P. falciparum growth inhibition at 96 hour, primary screen for plastid delayed-death inhibitors | P. falciparum luciferase reporter growth, 96 h | Potency, µM (titrated, usually from 28.7 µM), inactives show at the highest dose activity change, negative = inhibition, usual class: inhibitors | 320,000 compounds, 6.9% hits; note: potency is the fitted concentration of half-maximal effect; % is set by controls: 0 for no effect and ±100 for the full control effect
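P. falciparum expressing integrated firefly luciferase, in erythrocytes at 2% hematocrit, 0.05% parasitemia, incubated with compounds 96 h at 37 C, 5% CO2. Growth inhibition read as loss of luminescence; two-generation exposure targets delayed-death apicoplast inhibitors.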
CHX counter = affects cycloheximide protein synthesis inhibition readout, counter-screen. cell reporter, cycloheximide protein synthesis inhibition counterscreen. max response, %. 300,000 compounds, 12% hits. AID 2314; in the data active = max response mostly above about 13%, no sharp cut-off; inactive = mostly below about 14%; note: read at 38.3 µM for the half of the compounds with a filed dose; 0% is about no effect
Tb PYK inh = T. brucei pyruvate kinase inhibition. Q57TT1. TbPYK enzyme, Kinase-Glo Plus ATP luminescence, 45 min. Potency, µM (series often up to 76.8 µM), without a hit: at the top dose activity, negative = inhibition, actives largely listed as inhibitors. 410,000 compounds, 0.12% hits. AID 624173; note: potency is the fitted concentration of half-maximal effect; % is set by controls: 0 for no effect and ±100 for the full control effect; nearly all actives have a fitted effect of over 50% in size
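Activity of T. brucei pyruvate kinase was followed by Kinase-Glo Plus luminescence after the enzyme reacted 45 min at room temperature with 130 uM ADP (final) and substrate. Test compounds were added before ADP at multiple concentrations.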
Shiga inhibitor = Shiga toxin inhibition; 290,000 compounds, 9.2% hits; AID 2315; Vero cells, Shiga toxin protein synthesis inhibition reporter; inhibition, % at 38.7 µM; in the data active = inhibition mostly above about 28%, no sharp cut-off; inactive = mostly below about 43%; note: 0% is about no effect
AMA1-RON2 inh = AMA1-RON2 (P. falciparum) interaction inhibition | AlphaScreen AMA1-biotinylated RON2 peptide binding | Potency, µM (highest dose often 58.2 µM), for the others: top-dose activity change, negative = inhibition, most hits filed as inhibitors | 360,000 compounds, 0.2% hits | AID 720542;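 note: potency is the fitted concentration of half-maximal effect; 0% = vehicle wells and -100% = peptide control; nearly all actives have a fitted effect of over 45% in size; some results filed as inactive show a strong effect at the top dose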
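AMA1 (3D7) with his tag at 25 nM final met compounds first, then biotinylated RON2 peptide at 25 nM; detection used donor plus acceptor beads, 10 µg/mL apiece, read by AlphaScreen after 30 min at room temperature.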
* marks the source's active call; other numbers are inactive results; ? = inconclusive; . = not tested or not shown; & = joins results of further samples; [ ] = remark or other dose. Unless noted, calls come from the whole dose curve; as a rule, active = well fitted curve in the direction sought with a large enough effect; inconclusive = small, poorly fitted or top-dose-only effect, or another doubt; inactive = no such curve, though single readings can be large; an effect the other way counts as inactive or inconclusive.

structure	LmPK inh	Pf growth 48h	Pf growth 96h	CHX counter	Tb PYK inh	Shiga inhibitor	AMA1-RON2 inh
COc1cccc(NC(=O)CSc2ccc3nnc(-c4cccnc4)n3n2)c1	-7%	?	?	-1	-4%	5	0%
COc1ccc(-c2nc3n(c2C)CCC3)cc1	-13%	60%[activator]	128%[activator]	27*	-21%	71*	-2%
N#CC(C(=O)NC1CCCCC1)c1nc2ccccc2nc1N1CCN(c2ccccc2F)CC1 (centres undefined)	2%	?	?	8	-1%	-22	26%
O=C(NNC(=O)C1CC1c1ccccc1)Nc1cccc(Cl)c1 (centres undefined)	-1%	20%	?	-3	4%	-12	73%[activator]
O=C1CCCC2=C1Sc1ccccc1N2	-8%	-28%	7%	10	-6%	12	-2%
CC1CCCCC1NC(=O)COC(=O)/C=C/c1ccco1 (centres undefined)	.	19%	22%	.	0%	.	0%
CCOC(=O)c1ccc(CNC(=O)CCC(=O)O)cc1	4%	.	.	-5	-1%	-6	19%
CCOP(=O)(OCC)C(Nc1ccccc1)c1ccc2c(c1)OCO2 (centres undefined)	2%	14%	50%	-1	-3%	3	-5%
O=C(CN(Cc1ccccc1Cl)S(=O)(=O)c1ccc(Cl)cc1)N/N=C/c1ccc(C(=O)O)cc1	-5%	1%	?	7	2%	-6	2%
Cc1ccc(-n2ncc3c(SCc4ccccn4)ncnc32)c(C)c1	0%	?	?	44*	-4%	110*	-9%
C=CCCC(=O)Nc1nc(C)c(-c2csc(Nc3cccc(OC)c3)n2)s1	0%	2.6µM*	12µM*	-2	-5%	20	25%
CC(C)(C)C(=O)Nc1ccc(C(=O)COC(=O)C2=COCCO2)cc1	.	-16%	23%	.	4%	.	2%
COC(=O)C1CCN(C(=O)C2CCC(=O)N(CCCc3ccccc3)C2)CC1 (centres undefined)	-1%	15%	34%[activator]	8	0%	-2	-1%
Cc1cc(Cl)c(S(=O)(=O)Nc2ccc3c(c2)OCO3)cc1OCC(=O)NC1CCCCC1	7%	.	?	-1	.	-12	-8%
CCCCC(=O)NC(=S)Nc1cc(C(=O)O)ccc1OC	1%	-16%	-18%	-3	3%	21	24%
CCC(CC)c1nnc(NC(=O)/C=C/c2ccco2)s1	1%	1%	-14%	17	-2%	20	13%
CC1(C)CC(=O)C=C(NNC(=O)OC(C)(C)C)C1	0%	19%	10%	1	2%	-5	-1%
COC(=O)COc1ccc2c(c1C)O/C(=C\c1ccco1)C2=O	2%	58%[activator]	87%[activator]	8	-5%	15	-8%
c1cn(-c2ccc(-c3ccnc4ncnn34)cc2)cn1	0%	3%	23%	-3	-1%	28	3%
Cc1cccc(N2CCN(C(=S)NC3CCCCC3)CC2)c1C	5%	?	1%	-2	-4%	-4	15%
CCc1nnc(NC(=O)c2nc3nccc(C)n3n2)s1	-1%	35%[activator]	-20%	-3	0%	3	28%
COc1ccc(CCNC(=O)c2ccc3ccccc3n2)cc1OC	-1%	0%	-16%	-1	16%	7	-12%
Cn1c(O)c(C=Nc2ccc(N3CCOCC3)cc2)c(=O)n(C)c1=S	-11%	-3%	17%[5.75 µM]	-6	-10%	-8	5%
CC(CNS(=O)(=O)c1ccccc1)Sc1ncccn1 (centres undefined)	-2%	-6%	-14%	-5	-4%	-13	-6%
CC(C)c1ccc(NC(=S)Nc2ccc3[nH]c(=O)[nH]c3c2)cc1	1%	12%	29%	14	1%	24*	53%[activator]
O=C(N/N=C/c1cc([N+](=O)[O-])ccc1O)c1cccc(NC(=O)c2cccc(Cl)c2)c1	-4%	2.3µM*	2%	5	-6%	-3	3%
CCOC(=O)c1cccc(NC(=O)c2ccc(NC(=O)c3ccco3)cc2)c1	-9%	?	-2%	-3	-8%	-14	-17%
Cc1ccc(-n2nc(C(=O)O)cc2-c2ccccc2)cc1	8%	9%	.	0	-2%	-36	-4%
Cc1ccc2cc(CN(CCN3CCCC3)C(=O)Nc3ccccc3)c(=O)[nH]c2c1C	6%	10µM*	?	-3	-11%	-3	-6%
O=C(c1ccc(Cl)nc1)N1CCC(Cc2ccccc2)CC1	0%	17%	?	-4	2%	-8	?
COc1cc(/C=C/C(=O)Nc2ccc3[nH]c(=O)[nH]c3c2)cc(OC)c1OC	5%	10µM*	-10%	2	-2%	-2	12%
CCCCc1nnc(NC(=O)C2CC(=O)N(c3ccc(C)cc3)C2)s1 (centres undefined)	3%	-6%	?	-1	-7%	-5	-2%
Cc1ccc(NC(=O)NNC(=O)C2CC(c3cccs3)=NO2)cc1 (centres undefined)	1%	8%	24%	0	6%	22	94%[activator]
CCOc1ccc(NCc2cc3c(C(C)(C)C)nn(-c4ccccc4)c3[nH]c2=O)cc1	14%	.	?	10	5%	30	19%
O=C(CCc1ccccc1)NCCC1=CCCCC1	0%	54%[activator]	?	40*	-8%	99*	2%
CCOC(=O)Nc1cccc(OCC(=O)Nc2ccccc2OC)c1	1%	-22%	?	-1	-8%	-3	2%
O=C(NC(=S)N1CCN(Cc2ccccc2)CC1)c1ccco1	3%	37%[activator]	?	0	-29%	-2	22%
COc1ccc(/C=C2/SC(=O)N(CCC(=O)Nc3ccc(S(=O)(=O)Nc4nccs4)cc3)C2=O)cc1	6%	37%[activator]	-15%	9	-1%	-8	23%
CN(C)S(=O)(=O)c1ccc(Oc2ccc(S(=O)(=O)N(C)C)cc2)cc1	1%	-5%	67%[activator]	-3	0%	-8	0%
N=c1oc2ccccc2cc1C(=O)N/N=C/c1ccccc1	8.9µM*	23%	39%[activator]	47*	?	76*	53%[activator]
CCC(C)SCc1nc2ccccc2[nH]1 (centres undefined)	-8%	43%[activator]	?	12	-7%	64	9%
COc1ccccc1CNC(=O)COC(=O)c1cc(=O)[nH]c2ccccc12	.	-16%	-15%	.	-3%	.	8%
CN(Cc1c(F)cccc1Cl)C(=O)CNC(=O)c1sc2ccccc2c1Cl	.	-7%	-2%	.	-1%	.	0%
Cc1c(Cc2ccccc2)c(=O)oc2cc(OCC(N)=O)ccc12	-1%	4.1µM*	56%[activator]	2	-1%	9	-4%
NS(=O)(=O)c1ccc(CCNC(=O)CSc2nc3ccccc3c(=O)n2CC2CCCO2)cc1 (centres undefined)	7%	?	?	-2	2%	10	-2%
CCCCn1c(N)c(C(=O)OCCOC)c2nc3ccccc3nc21	6%	?	?	1	3%	-16	-7%
CCN(CC)c1ccc(C=C2C(=O)N(C)C(=S)N(C)C2=O)o1	-9%	34%[activator]	19%	-1	-10%	15	-2%
COc1ccccc1C(=O)NCCC(=O)NC1CCCC(C)C1C (centres undefined)	.	?	?	.	4%	.	3%
CCN1CCN(c2ccc(S(=O)(=O)N3CCOCC3)cc2NC(=O)/C=C/c2ccc(C)cc2)CC1	.	-98%	?	.	-15%	.	11%
COc1ccc(-n2nc3c(N4CCC(C(=O)N5CCC(C)CC5)CC4)nnc(C)c3c2C)cc1	4%	?	4%	-5	-2%&0%	-8	-14%
Cc1nc(SCc2ccc(C(=O)O)cc2)nc2c1CCCC2	0%	?	43%[activator]	-4	-7%	-24	12%
O=C(NC1CCN(Cc2ccc(F)cc2)CC1)c1ccccc1	-4%	18%	3%	-1	1%	-7	2%
Cc1sc(NC(=O)/C=C/c2ccco2)c(C(=O)O)c1C	-12%	?	189%[activator]	25*	3%	56	19%
CCn1nc(C)c(CN2CCCC(CO)(Cc3ccccc3)C2)c1C (centres undefined)	0%	0%	?	2	4%	1	11%
CCCN(C(=O)C1CCCN(c2ncnc3c2nc2n3CCCCC2)C1)c1ccc(F)cc1 (centres undefined)	2%	?	?	-1	-8%	-4	-7%
Cc1ccccc1C(=O)NNC(=O)CSc1nnc(-c2ccncc2)n1-c1ccccc1	-5%	-1%	?	-2	-15%	-13	96%[activator]
CCOC(=O)N1CCN(C(=O)CS(=O)(=O)Cc2nc(-c3ccccc3F)oc2C)CC1	4%	14%	0%	-2	-17%	10	17%
COc1ccc(S(=O)(=O)NCc2ccccn2)cc1NC(=O)c1ccccc1C	.	-5%	9%	.	0%	.	4%
Cc1cc2n(n1)C(c1ccccc1Cl)Nc1ccccc1-2 (centres undefined)	6%	-26%	?	1	-10%	-2	6%
Cc1cccc(NCC(=O)N/N=C/c2ccc(Br)cc2)c1	1%	12%	6%	-5	5%	-3	-11%

Quoted at random: three records from the list, in no set order.
structure	LmPK inh	Pf growth 48h	Pf growth 96h	CHX counter	Tb PYK inh	Shiga inhibitor	AMA1-RON2 inh
CCCCc1nnc(NC(=O)C2CC(=O)N(c3ccc(C)cc3)C2)s1 (centres undefined)	3%	-6%	?	-1	-7%	-5	-2%
Cc1cc(Cl)c(S(=O)(=O)Nc2ccc3c(c2)OCO3)cc1OCC(=O)NC1CCCCC1	7%	.	?	-1	.	-12	-8%
CCCN(C(=O)C1CCCN(c2ncnc3c2nc2n3CCCCC2)C1)c1ccc(F)cc1 (centres undefined)	2%	?	?	-1	-8%	-4	-7%

(more compounds)
structure	LmPK inh	Pf growth 48h	Pf growth 96h	CHX counter	Tb PYK inh	Shiga inhibitor	AMA1-RON2 inh
COc1cccc(NC(=S)N(CCc2c(C)[nH]c3ccccc23)Cc2cccs2)c1	0%	?	?	-4	3%	-12	15%
COc1ccc(NC(=O)CSc2nnc(-c3cccc(O)c3)o2)cc1	4%	84%[activator]	25%	10	1%	34	6%
Cc1cccc(OCc2nnc(NC(=O)Cc3cccs3)s2)c1	-1%	-25%	-26%	-4	-9%	-8	16%
CC(C)C(=O)Nc1cccc(-c2nc3ncccc3o2)c1	-2%	-13%	-8%	10	-6%	.	-2%
COC(=O)c1ccc(=O)n(Cc2ccco2)c1	-5%	-3%	-8%	-6	1%	9	-2%
CC1=Nc2cccc3cccc(c23)N1	-1%	?	?	-2	-10%	-26	-22%
Cc1ccn2c(C(=O)c3ccc(Cl)cc3)cnc2c1	-13%	.	-32%	51*	-3%	91*	-5%
Cc1cc(NC(=O)c2cc(-c3ccco3)on2)no1	4%	127%[activator]	-2%	3	-7%	-11	-1%
N#Cc1c(-c2ccccc2)ccn(Cc2ccccc2Cl)c1=O	-4%	?	15µM*	-3	-8%	-13	-7%
Cc1ccc(-c2cc(C(=O)Nc3ccc(S(=O)(=O)Nc4nccs4)cc3)c3ccccc3n2)c(C)c1	-2%	?	-19%	-3	-15%	-16	7%
CCOc1ccc(C2CC(c3cccc(C)c3)n3ncnc3N2)cc1 (centres undefined)	6%	.	?	-3	4%	-9	19%
C=CCOc1ccc(CN(C)CC(=O)Nc2ccc3c(c2)CCC3)cc1	-3%	-8%	8%	-1	8%	-2	-26%
O=C(Nc1ccc(N2CCCCC2)cc1)c1cc(S(=O)(=O)N2CCOCC2)ccc1F	.	18%	-9%	.	9%	.	-24%
CCN(C(=O)COC(=O)c1nc(Cl)ccc1Cl)C1CCS(=O)(=O)C1 (centres undefined)	.	2%	9%	.	2%	.	29%
